Screening results from PubChem BioAssay.
NTMT1 inh: inhibitors of human N-terminal methyltransferase NTMT1 | hit rate 2.5% among 59,000 | Q9BV86 | NTMT1 MTase-Glo SAH luminescence, purified enzyme | Potency, µM (top dose mostly 114 µM), without a hit: at the top dose activity change, negative = inhibition, most hits filed as inhibitors;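 further: plate controls were DMSO vehicle for no effect and no enzyme for full effect; nearly all actives have a fitted effect of over 65% in size; many of its hits are not listed in these tables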
FH mod: Identification of activators of human fumarate hydratase by quantitative high-throughput screening | hit rate 0.22% among 54,000 | AID 1347055, 2019 | FH coupled MDH/diaphorase resazurin fluorescence, 15 min | Potency, µM (titrated, usually from 79.9 µM), inactives show at the top dose activity change, negative = inhibition, actives largely listed as inhibitors | Fumarate hydratase, mitochondrial (Homo sapiens), P07954; further: the screen sought activators but most active calls are inhibition curves; nearly all actives have a fitted effect of over 45% in size
* hit, by the source's call; ? = inconclusive; & = joins results of further samples; ! = a repeat was not active; [ ] = dose if it differs, or a comment. The call rests on the fitted dose curve; in most records, active means well fitted curve in the direction sought with a large enough effect; inconclusive means small, poorly fitted or top-dose-only effect, or another doubt; inactive means no such curve, though single readings can be large; an effect the other way counts as inactive or inconclusive. Unless noted, on the % scale 0 is the no-effect control and ±100 the full control effect; potency means the concentration at half of the fitted maximal effect.

Compound,NTMT1 inh,FH mod
Cc1cc(O)c(-c2ccc([C@@H](C)CN(C)C)cc2)c2c1[nH]c(=O)c1sccc12,25µM*,?
Cc1ccc(CN2CCNCC2)cc1NC(=O)CNc1ccc(F)c(F)c1,?,-3%
CC(C)(C)OC(=O)Nc1ccc(-c2cc(C(=O)NCCCCCCC(=O)NO)no2)cc1,?,18%[53.3 µM]
COC(=O)/C=C/c1ccc(O[C@@H]2O[C@H](CO)[C@@H](O)[C@H](O)[C@H]2O)cc1,8%[29.8 µM],5%[53.3 µM]
COc1ccc(CN2CCN(CCCSc3cc(C(C)(C)C)c(O)c(C(C)(C)C)c3)CC2)c(OC)c1OC,14%[12.6 µM],28%[20.6 µM]
C/C=C(\C)C(=O)OCC1OC(OCC2OC(OC3(CO)OC(CO)C(O)C3O)C(O)C(O)C2O)C(O)C(O)C1O (stereo not given),4%[12.6 µM],5%[20.6 µM]
C[C@H](/C=C/[C@@]1(O)[C@H](C)CC(=O)CC1(C)C)O[C@@H]1O[C@H](CO[C@@H]2OC[C@@H](O)[C@H](O)[C@H]2O)[C@@H](O)[C@H](O)[C@H]1O,18%[29.8 µM],-2%[53.3 µM]
CCS(=O)(=O)N(Cc1cccnc1)c1cccc(-c2ccc(C#N)cc2)c1,0%[57.5 µM],0%
Cc1ccc(C(=O)Nc2ccc(S(=O)(=O)O)c3cc(S(=O)(=O)O)cc(S(=O)(=O)O)c23)cc1NC(=O)c1cccc(NC(=O)Nc2cccc(C(=O)Nc3cc(C(=O)Nc4ccc(S(=O)(=O)O)c5cc(S(=O)(=O)O)cc(S(=O)(=O)O)c45)ccc3C)c2)c1,34%&33%[activator][57.5 µM],14µM*
CCN1CCC[C@H]1CNC(=O)c1c(O)c(Cl)cc(Cl)c1OC,-8%[57.5 µM],-10%&-2%[53.3 µM]
NC(=O)NNc1ccccc1,32%[activator][57.5 µM],-6%[53.3 µM]
CCN(c1cc(C#CCN2CCOCC2)cc(C(=O)NCc2c(C)cc(C)[nH]c2=O)c1C)C1CCC(N(C)CCOC)CC1 (stereo not given),-4%,-1%[53.3 µM]
C[C@@H]1CC[C@]2(C(=O)O[C@@H]3O[C@H](CO)[C@@H](O)[C@H](O)[C@H]3O)CC[C@]3(C)C(=CCC4[C@@]5(C)C[C@@H](O)[C@H](O)[C@](C)(C(=O)O)C5CC[C@]43C)[C@@H]2[C@]1(C)O (stereo not given in full),5%[12.6 µM],1%[20.6 µM]
CCCC(=O)c1cc(O)c(O)cc1O,40µM*,?
NCCc1ccc(O)c(O)c1,32µM*!,?
CC1=CC2(O)/C=C/C(C)(O)CC(O)/C=C/C(=O)OC23C(=O)NC(CC(C)C)C3C1C (stereo not given),5%[29.8 µM],6%[53.3 µM]
Cc1cc(Nc2cc(C)c(C#N)c(NC(C)CCCC(C)(C)O)n2)n[nH]1 (stereo not given),-17%,?
FC(F)(F)c1cc(C(F)(F)F)c2ccc3nc(-c4nnco4)cn3c2n1,1%[57.5 µM],-1%
COc1cc(OC2CCN(C)CC2)ccc1Nc1ncc2c(n1)n(C1CCCC1)c(=O)n2C,-5%,4%[53.3 µM]
C=C1C(=O)O[C@@H]2C[C@@H](C)[C@]34C[C@]5(C(=O)O[C@H]6CC(C)=C([C@H](C)CCCO)[C@H](OC(=O)C(C)CC)[C@H]65)[C@@H](C(C)=C3C[C@@H]12)[C@H]4OC(C)=O (stereo not given in full),15%[12.6 µM],4%[20.6 µM]
C=C1C(=O)O[C@@H]2C(OC(=O)/C(C)=C\C)/C(C)=C\C(=O)/C=C(\C)C[C@H](O)[C@@H]12 (stereo not given in full),1%[29.8 µM],-1%[53.3 µM]
COCCCC/C(=N\OCCN)c1ccc(C(F)(F)F)cc1,17%[57.5 µM],-13%&5%[53.3 µM]
NCCCCN(Cc1nc2ccccc2[nH]1)[C@H]1CCCc2cccnc21,?,7%[53.3 µM]
CC1=C(C(=O)OCc2ccccc2)C(c2ccc(-c3ccccc3)cc2)NC(=O)N1CCCCCC(=O)O (stereo not given),?,-20%
Fc1ccccc1CNCc1ccc(-c2ccnc3[nH]ccc23)cc1,?,-6%
COC(=O)C(C)C1CCC2(C)C(=O)C=CC(C)(O)C2C1O (stereo not given),9%[57.5 µM],-7%
COc1cc(C)c(Cc2cnc(N)nc2N)cc1OC,23%[57.5 µM],4%[53.3 µM]
C[C@@H]1CN(CCCn2c3ccccc3c3ccccc32)C[C@H](C)N1,?,5%[53.3 µM]
NC(=O)c1cnc(N[C@@H]2CCCC[C@H]2N)nc1Nc1cccc(-n2nccn2)c1,?,-16%
CCCC(=O)Nc1cccc(NC(=O)c2ccccc2Br)c1,18%[57.5 µM],-1%
C=C[C@]1(C)C=C2CCC3C(C)(CCC[C@@]3(C)C(=O)O)C2CC1 (stereo not given in full),6%[29.8 µM],-2%[53.3 µM]
COC(=O)C1=CO[C@@H](O[C@@H]2O[C@H](CO)[C@@H](O)[C@H](O)[C@H]2O)[C@@H]2C(CO)=CC[C@H]12,20%[29.8 µM],-17%[53.3 µM]
COc1c2c(c(C)c3c1C(=O)OC3)OC1(C)CC(O)C34OC(OC)(CC(O)C3(C)C1C2)OC4(C)C (stereo not given),8%[29.8 µM],-4%[53.3 µM]
COc1cc(N2CCN(C(C)=O)CC2)ccc1Nc1ncc(Cl)c(Nc2ccc(N3CCN(C(C)=O)CC3)cc2OC)n1,20µM*,-11%
C[C@@H]1O[C@@H](O[C@H]2[C@H](O)[C@@H](C(=O)O)O[C@@H](O[C@H]3CC[C@@]4(C)C(CC[C@]5(C)C4CC=C4C6CC(C)(C)CC[C@]6(C(=O)O)CC[C@]45C)C3(C)C)[C@@H]2O[C@@H]2OC[C@@H](O)[C@H](O)[C@H]2O)[C@H](O)[C@H](O)[C@H]1O (stereo not given in full),8%[12.6 µM],-3%[20.6 µM]
CC[C@H](C)[C@@H]1NC(=O)[C@H](Cc2ccc(OC)cc2)NC(=O)CCCSC[C@@H](C(=O)N2CCC[C@H]2C(=O)N[C@@H](CC(C)C)C(=O)NCC(N)=O)NC(=O)[C@H](CC(N)=O)NC(=O)[C@H](CCC(N)=O)NC1=O,16%[29.8 µM],7%[53.3 µM]
Cc1cnc(Nc2ccc(F)cc2Cl)nc1-c1c[nH]c(C(=O)NC(CO)c2cccc(Cl)c2)c1 (stereo not given),-6%[57.5 µM],-15%
CC(C)[C@@H](C(=O)O)N1Cc2c(cc(O)c3c2O[C@]2(C3)[C@H](C)CCC3C(C)(C)[C@H](O)[C@H](O)C[C@@]32C)C1=O (stereo not given in full),5%[29.8 µM],4%[53.3 µM]
COc1ccc(-c2cc3onc(-c4ccncc4)c3c(=O)n2C)cc1,?,1%
Cc1[nH]c2ccc(F)cc2c1-c1nc2c3cccnc3c3ncccc3c2[nH]1,44%[activator][57.5 µM],17%
COC(=O)[C@@H]1[C@H]2C[C@@H]3c4[nH]c5ccccc5c4CCN3C[C@@H]2CC[C@@H]1O,?,-11%[53.3 µM]
Cc1ccc(NC(=O)c2cccc(C(C)(C)C#N)c2)cc1Nc1ccc2ncn(C)c(=O)c2c1,12%,?
NCCS,32µM*,-17%&0%[53.3 µM]
C/C=C/c1ccc2oc(-c3ccc(O)c(OC)c3)c(C)c2c1,4%[57.5 µM],?
CC(=O)O[C@@H](CO[C@@H]1O[C@H](CO)[C@H](O)[C@H](O)[C@H]1O)[C@]1(C)C=C2CC[C@@H]3C(C)(C)[C@@H](O)CC[C@@]3(C)[C@@H]2CC1,5%[29.8 µM],-1%[53.3 µM]
C=C(C)[C@@H]1CC[C@]2(C(=O)O)CC[C@]3(C)[C@H](CC[C@@H]4[C@@]5(C)CC[C@H](O)C(C)(C)[C@@H]5CC[C@]43C)[C@@H]12,?,8%[53.3 µM]
Cc1cc(N2CCCCC2)nc2ccccc12,2%[57.5 µM],-3%
COc1cc(C2Oc3c(O)cc(CCCO)cc3C2CO)ccc1O[C@H]1O[C@H](C)[C@@H](O)[C@H](O)[C@@H]1O (stereo not given in full),-5%[29.8 µM],0%[53.3 µM]
FC(F)c1nc2ccccc2n1-c1nc(N2CCOCC2)nc(N2CCOCC2)n1,-2%,-2%
Nc1ccc2cc3ccc(N)cc3nc2c1,35µM*,-15%[53.3 µM]
CCC(C)n1cc(C)c2c(C(=O)NCc3c(C)cc(C)[nH]c3=O)cc(-c3ccc(N4CCNCC4)nc3)cc21 (stereo not given),?,-12%
CC(C)c1c(O)ccc2c1CC[C@H]1C(C)(C)CCC[C@]21C,-8%[57.5 µM],-28%
COc1cc2nc(N3CCC(N4CCCCC4)CC3)nc(NC3CCCCCC3)c2cc1OC,?,-3%
CC1=C(CO)C2(C)CCCC(C)(C)C2C(O)C1O (stereo not given),-1%[57.5 µM],5%
Cc1cccc2c1CC[C@H](CN1CCC(c3c(Cl)cccc3Cl)CC1)C[C@@H]2O,2%&121%[57.5 µM],-2%
CCCCC1C(=O)N(c2ccccc2)N(c2ccc(O)cc2)C1=O (stereo not given),?,?

Given with two lines to a compound: three of the compounds above
Value order – NTMT1 inh	FH mod
> Cc1cc(Nc2cc(C)c(C#N)c(NC(C)CCCC(C)(C)O)n2)n[nH]1 (stereo not given)
  -17%	?
> FC(F)(F)c1cc(C(F)(F)F)c2ccc3nc(-c4nnco4)cn3c2n1
  1%[57.5 µM]	-1%
> COc1cc(OC2CCN(C)CC2)ccc1Nc1ncc2c(n1)n(C1CCCC1)c(=O)n2C
  -5%	4%[53.3 µM]

Further compounds:
Compound,NTMT1 inh,FH mod
CC(=O)c1c(C)cc2cccc(O)c2c1O[C@@H]1O[C@H](CO)[C@@H](O)[C@H](O)[C@H]1O,-6%[29.8 µM],-3%[53.3 µM]
CCCCCOc1ccc(-c2cc(-c3ccc(C(=O)N[C@H]4C[C@@H](O)[C@@H](O)NC(=O)C5[C@@H](O)[C@@H](C)CN5C(=O)C([C@H](O)CC(N)=O)NC(=O)C([C@H](O)[C@@H](O)c5ccc(O)c(OS(=O)(=O)O)c5)NC(=O)C5C[C@@H](O)CN5C(=O)C([C@@H](C)O)NC4=O)cc3)no2)cc1 (stereo not given in full),1%[29.8 µM],-5%[53.3 µM]
CCc1cc2cc(OC)c(OC)cc2c(Cc2ccccc2)n1,?,-14%[53.3 µM]
C=C1CCC2C(C)(C)CC(O)CC2(C)C1CCC(C)CC(=O)O (stereo not given),6%[29.8 µM],3%[53.3 µM]
C=C1CC23CC1CCC2C12OC(=O)C(C)(CCC1O)C2C3C(=O)O (stereo not given),8%[29.8 µM],2%[53.3 µM]
N#Cc1c(O)c2c(-c3ccc(-c4ccccc4O)cc3)csc2[nH]c1=O,?,?
Cc1cc(Cl)ccc1COc1ccnn1-c1cc(C(=O)O)ccn1,-15%[57.5 µM],23%
COc1cc(/C=C/C(=O)OCC2OC(OC3(CO)OC(CO)C(O)C3O)C(O)C(O)C2O)ccc1O (stereo not given),-6%[29.8 µM],5%[53.3 µM]
C[C@@H]1O[C@@H](O[C@H]2[C@H](O)[C@@H](O)[C@H](O[C@H]3[C@H](O[C@H]4CC[C@@]5(C)C(=CC[C@@H]6C5CC[C@]5(C)[C@@H]7[C@H](C[C@@H]65)O[C@]5(CC[C@@](C)(CO[C@@H]6O[C@H](CO)[C@@H](O)[C@H](O)[C@H]6O)O5)[C@H]7C)C4)O[C@H](CO)[C@@H](O)[C@@H]3O)O[C@@H]2CO)[C@H](O)[C@H](O)[C@H]1O (stereo not given in full),10%[12.6 µM],6%[20.6 µM]
O=C(CCCCC1CCCCC1)N1CCC(c2cnc[nH]2)CC1,3%[57.5 µM],-8%
C=C1CC[C@@H]2[C@@](C)(CO[C@@H]3O[C@H](CO)C(O)[C@H](O)C3O)[C@H](O)CC[C@@]2(C)[C@@H]1CC/C(C)=C/CO (stereo not given in full),10%[12.6 µM],0%[20.6 µM]
COc1ccc([C@H]2OC[C@H]3[C@@H]2CO[C@@H]3c2ccc(O[C@@H]3O[C@H](CO)C(O)[C@H](O)[C@H]3O)c(OC)c2)cc1OC (stereo not given in full),23%[29.8 µM],0%[53.3 µM]
COc1c2ccoc2nc2c(OC)c(O[C@@H]3O[C@@H](C)[C@H](O)[C@@H](O[C@@H]4O[C@H](CO)[C@@H](O)[C@H](O)[C@H]4O)[C@H]3OC(C)=O)ccc12,13%[12.6 µM],1%[20.6 µM]
CC(O)(C#Cc1ccc2c(c1)N(c1nc(N)ncc1Cl)CC2)c1nccs1 (stereo not given),35µM*,-5%[53.3 µM]
FC(F)(F)c1ccccc1-n1ccnc1,46%[activator][57.5 µM],4%&0%[53.3 µM]
C1=C/COCc2cc(ccc2OCCN2CCCC2)Nc2nccc(n2)-c2cccc(c2)COC/1,25µM*,9%&-5%
CCN(CC)CCOc1ccc(C(O)(Cc2ccc(Cl)cc2)c2ccc(C)cc2)cc1 (stereo not given),-29%[57.5 µM],-13%[53.3 µM]

A portion of the library (hit frequency here may not be typical).
